Yfh1-off respiration = enhancers of respiration in Yfh1-depleted yeast, dose response, Friedreich's ataxia, plus single-dose screen (AID 1465); S. cerevisiae Yfh1-off respiration, WST-1 reduction, 72 h; higher fold induction means a stronger effect; fold induction at 50 µM, or EC50 in µM where a hit was titrated; actives 0.074% (n = 220,000);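 active = fold induction of absorbance versus untreated yeast above a set limit, then at least 30% activation at any dose in follow-up; inconclusive = repeats straddling the limit, or above it without dose testing; inactive = fold induction below the set limit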;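 note: activators that raise dye reduction in frataxin-depleted yeast; strong numbers were not always called active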
ER stress rescue = rescue of cells from ER stress-induced death, primary screen, 384-well, CSM14.1, thapsigargin, ATP luminescence (AID 1222); one-dose cellular ATP content (survival), % at 20 µM; EC50 in µM for titrated hits; CSM14.1 thapsigargin-induced death rescue, ATP luminescence; higher % means a stronger effect; 190,000 tested, under 10 active;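 active = EC50 below 50 µM in the dose-response confirmation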;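 note: death triggered by thapsigargin at about 15 µM added after 2 h compound pretreatment; cell ATP read after overnight thapsigargin exposure of roughly 18 to 22 hours; normalized against plate controls of thapsigargin alone and 5% DMSO vehicle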
NS5 inhibitors = Dengue-2 NS5 methyltransferase inhibitors, primary screen, biochemical, confirmation dose response (AID 588689); Genome polyprotein (Dengue virus type 2 (strain 16681-PDK53)); Dengue-2 NS5 methyltransferase capping enzyme assay, biochemical; higher % means a stronger effect; inhibition, % at 25 µM; hits with a dose series show IC50 in µM; actives 0.3% (n = 340,000); in the data active = a potency from the dose series; inconclusive = inhibition above about 29% without an active follow-up result
WT yeast gro inh = growth inhibition of WT strain, primary screen, mitochondrial fusion inhibitor project, WT and mutant strains, chemical genetic | mitochondrial fusion phenotypic screen | inhibition, % at 10 µM | actives 2.1% (n = 190,000) | AID 1362, 2008; in the data active = inhibition above about 58%; tested in S. cerevisiae
XIAP displacement = XIAP antagonists, biochemical, IAP family, fluorescence polarization (AID 1018) | E3 ubiquitin-protein ligase XIAP (Homo sapiens) | displacement, % at 20 µM, or IC50 in µM where a hit was titrated | actives 0.007% (n = 200,000) | XIAP BIR domain, fluorescence polarization peptide displacement; higher % means a stronger effect; in the data active = displacement above about 50%; note: a part of the inactive calls stands beside numbers as strong as those of hits
West Nile virus CPE = West Nile virus antiviral activity, cell-based, CPE readout (AID 1621) | West Nile virus-infected cells, CPE inhibition; higher % means a stronger effect | CPE inhibition, % at 10 µM, or IC50 in µM where a hit was titrated | actives 0.02% (n = 290,000); in the data active = a potency from the dose series; inconclusive = CPE inhibition mostly from about 3.7% at the one dose, without a potency; inactive = the rest, 99 in 100 with CPE inhibition below about 2.2%; note: strong numbers were not always called active
SV40 large T antigen = SV40 large T antigen inhibitors, biochemical (AID 1903) | SV40 large T antigen ATPase/helicase inhibition assay; higher % means a stronger effect | one-dose inhibition, % at 20 µM; IC50 in µM for titrated hits | actives 0.39% (n = 310,000); in the data active = a potency from the dose series; inconclusive = inhibition mostly from about 32% at the one dose, without a potency; inactive = the rest, 99 in 100 with inhibition below about 32%; note: strong numbers were not always called active
K1F lysis inhibition = inhibition of K1F phage lysis, E. coli UTI89, bacterial capsule biogenesis inhibitors, alamar blue (AID 488966). E. coli UTI89 K1F phage lysis, alamar blue, 2 h; higher % means a stronger effect. actives 0.02% (n = 340,000). one-dose inhibition, % at 100 µM; IC50 in µM for titrated hits;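 active = phage lysis inhibition, versus mean bacterial control, above a set limit; inconclusive = no clear call, values can overlap the other calls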;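 note: capsule biogenesis inhibitors block K1F phage lysis so surviving cells raise fluorescence; higher fluorescence means more inhibition of phage lysis; actives were called in the ten point dose series up to 300 µM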
RSV antiviral HEp-2 = RSV antiviral activity via CPE protection, HEp-2 cells, primary 10 µM value included (AID 2391); HEp-2 cells, RSV-induced CPE inhibition; higher % means a stronger effect; one-dose CPE inhibition, % at 10 µM; IC50 in µM for titrated hits; actives 0.13% (n = 310,000); in the data active = a potency from the dose series; inconclusive = CPE inhibition mostly from about 23% at the one dose, without a potency; inactive = the rest, 99 in 100 with CPE inhibition below about 21%; note: strong numbers were not always called active
WT yeast gro inh mutant strain = second read-out of WT yeast gro inh, no call of its own (marks repeat the call); inhibition, %; mitochondrial fusion phenotypic screen, mutant strain inhibition
NS5 inhibitors pilot replicate = recorded beside NS5 inhibitors, whose call it bears; inhibition, %; measured here: pilot screen replicate inhibition
Numbers without * were called inactive; i = inactive; ? = inconclusive; . = no result given; [ ] = another dose, or the depositor's remark.

SMILES	Yfh1-off respiration	ER stress rescue	NS5 inhibitors	WT yeast gro inh	WT yeast gro inh mutant strain	XIAP displacement	West Nile virus CPE	SV40 large T antigen	K1F lysis inhibition	RSV antiviral HEp-2	others
COc1ccc(CCn2c(-c3cc([N+](=O)[O-])cc([N+](=O)[O-])c3)nc3nc4ccccc4nc32)cc1	i	-0.5%	1%	20	9	-1.4%	-0.2%	3%	0.2%	2.5%
COc1ccc(C2CC(=O)C=C(NCCC(C)C)C2)cc1 (stereo not drawn)	i	-0.8%	3%	3	-7	-5.2%	0.1%	3%	-0.4%	-1.2%
CCCn1c(CCc2ccccc2)n[nH]c1=S	i	-0.8%	-7%	11	-2	-1.6%	-1.5%	4%	0.5%	0.9%
O=C(CNC1CCCCCC1)c1cccs1	i	-3.0%	-1%	0	10	-18%	0.3%	6%	-3.6%	0.7%
CC1=NN(c2nc3ccccc3[nH]2)C(=O)/C1=C/N(C)C	i	-5.8%	-6%	85*	82*	-1.0%	-1.6%	23%	0.2%	-3.2%
CCOC(=O)c1c(OCCO)nn(-c2ccc(Cl)cc2)c1N	i	-1.3%	-3%	-9	12	-0.7%	-0.2%	8%	-0.3%	0.4%
COc1ccc(NC(=O)N2CCCC2C(=O)Nc2ccc(C)cc2)cc1 (stereo not drawn)	i	-0.3%	-5%	14	-14	-1.4%	1.7%	35%	0.2%	0.7%
c1ccc(CNc2cncnc2)cc1	.	.	-1%	.	.	.	-0.6%	5%	0.1%	0.4%	NS5 inhibitors pilot replicate=-7.3
Cc1ccc2[nH]c(CCN(C)C)c(CC#N)c2c1	i	.	0%	-3	1	1.1%	0.6%	14%	5.2%	-1.6%
Cc1ccc(NC(=O)CSc2nnc(-c3cccnc3)n2CCN2CCCCC2)cc1	i	-0.1%	-4%	-4	-2	-2.0%	-0.9%	11%	2.2%	0.5%
O=C(NCCc1ccccc1)N1CCCC(CNS(=O)(=O)Cc2ccccc2)C1 (stereo not drawn)	i	-0.2%	-11%	-2	-8	-4.8%	0.3%	4%	-0.4%	-0.7%
O=C(Cn1c(NCCO)nc2ccccc21)c1ccc(F)cc1	.	.	-6%	.	.	.	-0.9%	4%	0.0%	1.9%
CCCc1nc2ccccc2c(=O)n1CC(=O)c1ccc(OC)cc1	.	.	5%	.	.	.	-0.6%	-12%	0.0%	-0.6%
Cc1cc(C)n(-c2nc(N(C)C)nc(N(C)C)n2)n1	i	1.2%	0%	-1	-10	3.1%	-0.3%	4%	0.3%	0.3%
Cc1[nH]c2ccccc2c1CCNC(=O)c1c(N)no[n+]1[O-]	i	-0.8%	-8%	-1	-24	-6.3%	-0.2%	-3%	-0.1%	?
COc1ccc(OC)c(NC(=O)C(CC(C)C)NC(=O)C2CCCCC2)c1 (stereo not drawn)	i	0.1%	-2%	2	-2	-8.4%	-0.7%	0%	1.2%	1.1%
O=C(c1cc2ccccc2oc1=O)N(Cc1cccs1)Cc1ccccc1Cl	i	1.4%	6%	42	16	-1.6%	-1.0%	19%	0.0%	14%
COc1ccc(CCNC(=O)CCCCCNC(=O)N2CCn3c2nc2ccccc23)cc1OC	.	.	-3%	.	.	.	-0.1%	8%	0.1%	0.5%
CN1CCN(S(=O)(=O)c2cccc(C(=O)NCCC3=CCCCC3)c2)CC1	.	.	0%	.	.	.	.	6%	1.0%[50 µM]	-0.4%
CCC(C)NC(=O)C1CCN(c2nc(OC)nc(OC)n2)CC1 (stereo not drawn)	i	-2.9%	-7%	-18	-10	-3.4%	0.1%	25%	-0.2%	0.4%
CCCCn1c(-c2ccncc2)nc2c1c(=O)[nH]c(=O)n2CC(C)C	i	-0.6%	-1%	15	1	-2.5%	0.2%	-2%	-0.2%	0.8%
CCOc1ccc(CCN2C(=O)CCC2(C)C(=O)NC(C)CC)cc1OCC (stereo not drawn)	i	0.0%	-1%	-22	-11	0.0%	.	2%	-1.3%	-1.1%
CCCSc1ccc2nc(-c3ccccc3)cn2c1	i	-6.8%	6%	70*	61*	-5.5%	-1.8%	3%	5.1%	16%
Cc1cc(NC(=O)C2CC(=O)N(c3cccc(C)c3C)C2)no1 (stereo not drawn)	.	.	1%	.	.	.	0.0%	5%	-0.2%	0.9%
CCn1c(N2CCN(S(=O)(=O)c3ccccc3)CC2)nc2ccccc21	.	.	2%	.	.	.	0.3%	17%	0.1%	4.5%	NS5 inhibitors pilot replicate=-1.8
The listing continues.
SMILES	Yfh1-off respiration	ER stress rescue	NS5 inhibitors	WT yeast gro inh	WT yeast gro inh mutant strain	XIAP displacement	West Nile virus CPE	SV40 large T antigen	K1F lysis inhibition	RSV antiviral HEp-2	others
Cc1cccc(C(=O)NC2CC3CCCC(C2)N3S(=O)(=O)c2ccccc2)c1 (stereo not drawn)	i	-0.1%	-8%	-21	-36	-6.0%	0.2%	10%	0.1%	5.5%
COc1ccccc1C(=O)Nc1cccc(N(C)S(C)(=O)=O)c1	i	-3.4%	-10%	-4	-2	-7.6%	-0.2%	1%	0.5%	3.2%
COc1cc(C(=O)NCC(=O)N2CC=C(c3ccccc3)CC2)cc(OC)c1OC	.	.	-4%	.	.	.	.	8%	-0.6%[50 µM]	0.3%
Cc1sc2ncnc(NC(C)C(=O)O)c2c1C (stereo not drawn)	i	1.7%	-4%	-13	-8	4.3%	0.4%	6%	4.1%	-0.9%
O=C(CSc1ccccn1)Nc1ccc2c(c1)oc1ccccc12	i	5.0%	-4%	7	-10	-7.6%	-0.2%	8%	5.0%	2.5%
Cc1ccc2oc(C(=O)N(C)Cc3cnccn3)c(C)c2c1	.	.	-6%	.	.	.	-0.5%	18%	0.1%	0.3%
COc1ccc(/C=C(\NC(=O)c2ccccc2)C(=O)NCC2CCCO2)cc1 (stereo not drawn)	.	.	12%	.	.	.	-0.1%	-1%	0.2%	0.9%
COc1ccc(OC)c(Nc2c3c(nc4ccccc24)CCC3)c1	.	.	-3%	.	.	.	-1.5%	10%	0.0%	2.7%
COc1ccc(CN2CCC(=O)N([C@H](CO)Cc3ccccc3)CC2)cc1OC	.	.	-2%	.	.	.	-0.6%	6%	2.6%	-1.2%
CCCN(c1ccc(OCC)cc1)c1ncnc2nc[nH]c12	i	.	-6%	7	-4	-8.0%	0.8%	16%	-1.6%	5.0%
Cc1ccc(C(=O)NNC(=O)c2ccc(NC(=O)C(C)(C)C)cc2)cc1	.	.	-4%	.	.	.	-0.3%	11%	-0.3%	0.8%
C=CCNC(=O)C12CCC(C)(C(=O)C1Br)C2(C)C (stereo not drawn)	i	0.7%	-9%	-13	-13	-4.9%	0.9%	7%	3.3%	7.7%
COc1ccc(CN2CCNC(=O)C2CC(=O)NCCCC2CCCC2)c(F)c1 (stereo not drawn)	.	.	-1%	.	.	.	-0.8%	6%	0.4%[50 µM]	2.1%
COc1ccc(C(=O)Nc2nc(N)n(-c3ccccc3)n2)cc1OC	i	-0.9%	-3%	-9	-4	-3.6%	-0.1%	0%	3.6%	1.6%
Cc1cc(NCc2ccco2)n2c(nc3ccccc32)c1C#N	i	-0.7%	-9%	21	6	-7.0%	-0.3%	-10%	0.3%	1.6%
Cc1ccc(NC(=O)CCOc2ccccc2C)cc1C	.	.	-6%	.	.	.	-0.4%	9%	-0.2%	11%
CCOC(=O)Cn1c(=O)n(CC(=O)OCC)c2ccccc21	i	-1.0%	1%	-4	2	-5.6%	0.9%	5%	4.1%	1.3%
CCCOc1ccc(/C(O)=C2/C(=O)C(=O)N(CCN(C)C)C2c2ccc(O)c(OC)c2)cc1 (stereo not drawn)	i	3.7%	6%	-1	-5	0.0%	-0.1%	22%	-0.2%	.
O=C(Nc1cccc2cccnc12)c1cccc2ccccc12	i	-0.3%	-3%	13	0	-3.3%	1.2%	?	7.0%	1.2%
COc1cc(/C=N/NC(=O)c2c(-c3ccccc3)noc2C)cc(OC)c1OC	i	-1.0%	-3%	4	-6	-4.8%	-0.3%	0%	-0.1%	0.2%
O=C(Nc1nnc(SCc2ccccc2Cl)s1)c1cccc([N+](=O)[O-])c1	i	-2.1%	-7%	50	23	-1.5%	-0.6%	16%	2.0%	1.7%
CCC(=O)Nc1cccc(NC(=O)CSc2nnc(-c3ccc(NS(C)(=O)=O)cc3)n2C)c1	.	-0.7%	-3%	.	.	0.0%	.	10%	0.5%	1.7%
COc1ccc(CCNC(=O)c2c(O)c3c([nH]c2=O)CCCC3)cc1	i	0.8%	-8%	5	-1	-4.3%	-0.2%	8%	-1.9%	2.0%
CC1(C)C2CCC1(CS(=O)(=O)N1CCOCC1)C(=O)C2 (stereo not drawn)	i	-1.2%	-14%	-7	-9	0.1%	1.2%	2%	-1.0%	0.9%
Cc1cc2occ(CC(=O)NC3CCCc4ccccc43)c2cc1C (stereo not drawn)	i	-3.5%	-16%	-7	3	-6.0%	-1.0%	17%	0.5%	3.3%
COC(=O)c1ccccc1-c1ccc(C=O)o1	i	0.6%	1%	-6	0	-0.2%	0.3%	3%	-1.0%	-1.3%
CN(CC(=O)Nc1ccccc1Br)C(=O)CCc1nc2ccccc2c(=O)[nH]1	.	.	-3%	.	.	.	.	11%	1.3%[50 µM]	-1.5%
CC1CCCCC1NC(=O)/C(C#N)=C/c1ccc2c(c1)OCCO2 (stereo not drawn)	i	-0.7%	.	0	-17	0.7%	-1.3%	-12%	.	-0.1%

Sorted by SMILES length (lowest first): 5 of the compounds above.
SMILES	Yfh1-off respiration	ER stress rescue	NS5 inhibitors	WT yeast gro inh	WT yeast gro inh mutant strain	XIAP displacement	West Nile virus CPE	SV40 large T antigen	K1F lysis inhibition	RSV antiviral HEp-2	others
C=CCNC(=O)C12CCC(C)(C(=O)C1Br)C2(C)C (stereo not drawn)	i	0.7%	-9%	-13	-13	-4.9%	0.9%	7%	3.3%	7.7%
CCOC(=O)Cn1c(=O)n(CC(=O)OCC)c2ccccc21	i	-1.0%	1%	-4	2	-5.6%	0.9%	5%	4.1%	1.3%
Cc1cc2occ(CC(=O)NC3CCCc4ccccc43)c2cc1C (stereo not drawn)	i	-3.5%	-16%	-7	3	-6.0%	-1.0%	17%	0.5%	3.3%
COc1cc(C(=O)NCC(=O)N2CC=C(c3ccccc3)CC2)cc(OC)c1OC	.	.	-4%	.	.	.	.	8%	-0.6%[50 µM]	0.3%
CCCOc1ccc(/C(O)=C2/C(=O)C(=O)N(CCN(C)C)C2c2ccc(O)c(OC)c2)cc1 (stereo not drawn)	i	3.7%	6%	-1	-5	0.0%	-0.1%	22%	-0.2%	.

Assay outcomes from PubChem BioAssay.
